KLK7 zymogen act = proKLK7 (human) activation, primary screen. P49862. purified proKLK7, EDANS-DABCYL substrate fluorescence; 100% is mature enzyme control, 0% vehicle. activation, % at 7 µM. 0.9% of 370,000 active. AID 652039;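 active = activation above the mean of all tested compounds plus 3 SD, computed per campaign excluding outliers beyond control limits, cut at about 13% in these data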
DDE Tn7 FP inh = disrupts Tn7 cyclic peptide binding to fibrin D-Dimer-E complex. P02675. AID 720508. inhibition, % at 8.3 µM. 0.13% of 370,000 active. FP displacement of FITC-Tn7 peptide from fibrin DD(E); 0% = median of compound wells per plate;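 active = inhibition above the mean of compounds falling within the control limits plus 3 SD of them, cut at about 14% in these data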;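 also: 0% = plate median of compound wells and 100% = 10 µM Aha-Tn7 peptide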
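Assay system: Human clot-derived fibrin DD(E) complex | Buffer or medium: Tris/NaCl/CaCl2 buffer, pH 7.8 | Repeats: One replicate per compound | Benchmarks: Aha-Tn7 high control | Measure: % inhibition scaled between sample-field median and high-control FP | Schedule: 10 min plus 3 h, room temperature | Signal: Fluorescence polarization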
LEDGF integ inh = blocks HIV-1 LEDGF/p75-dependent DNA integration; TR-FRET IN-LEDGF/p75 DNA integration, Eu/Cy5; inhibition, % at 3.7 µM; AID 743269; 0.64% of 370,000 active;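 active = inhibition above the screen-wide mean plus 3 SD, cut at about 13% in these data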;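 also: signal is the Cy5 over europium emission ratio at 671 and 618 nm; 0% = plate median of compound wells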
TDP2 inh = blocks human TDP2 phosphodiesterase activity; recombinant TDP2, T5PNP hydrolysis, p-nitrophenol absorbance 415 nm; inhibition, % at 12.8 µM; 0.34% of 370,000 active; AID 720702;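 active = inhibition above the mean of all tested compounds plus 3 SD, set per campaign, cut at about 25% in these data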;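 also: 0% = DMSO with enzyme and 100% = buffer with substrate but no TDP2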
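test system = human TDP2 enzyme | input = TDP2 enzyme at 120 nM final | medium = 50 mM Tris-HCl pH 7.5 with Mg2+, KCl, DTT, BSA | also added = T5PNP substrate, 5 mM | times = 2 h at 37 °C | technique = epi absorbance | benchmarks = high control without enzyme, low control DMSO plus TDP2 | replication = each compound tested once, singlicate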
PLC-gamma1 inh = blocks human PLC-gamma1 enzyme activity; P19174; purified PLC-gamma1, fluorogenic substrate, fluorescence; inhibition, % at 12.2 µM; 0.84% of 370,000 active; AID 720700; in the data active = inhibition above about 9.5%
DDE Tn6 FP inh = inhibitors of Tn6 peptide binding to human fibrin DD(E); P02675; Fibrin DD(E) TRITC-Tn6 fluorescence polarization displacement; inhibition, % at 8.3 µM; 0.21% of 370,000 active; AID 720509;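 active = inhibition above a per-campaign cutoff: mean of compounds within control limits plus 3 SD, cut at about 15% in these data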;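 also: 0% = median of all compound wells on the plate and 100% = blocking peptide control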
ARFGAP1 inhibitor = rat ARFGAP1 inhibition; Q62848; Arfgap1-stimulated ARF1 GTP hydrolysis, GDP FP detection; inhibition, % at 16.5 µM; 0.26% of 360,000 active; AID 651572;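 active = inhibition above a per-plate limit, mean inhibition of low control wells plus 3 SD, cut at about 25% in these data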;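 also: 0% = DMSO wells with enzyme and 100% = wells lacking Arfgap1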
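Assay system: Rat Arfgap1 GAP domain (His6, aa 1-136), purified enzyme | Buffer or medium: HEPES 25 mM pH 7.5, NaCl 150 mM, MgCl2, DTT | Schedule: GTP hydrolysis reaction 2 h at 25 °C | Signal: FP of antibody-bound GDP Alexa 633 tracer, ex 620/em 688 nm | Measure: Percent inhibition of Arfgap1-stimulated GTP hydrolysis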
ASAP1 inh = blocks human ASAP1-stimulated Arf1 GTP hydrolysis; Q9ULH1; GDP FP detection; inhibition, % at 16.5 µM; 0.19% of 360,000 active; in the data active = inhibition above about 25%;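 also: 0% = vehicle with enzyme and substrate and 100% = no enzyme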
Target sequence (Q9ULH1 325-724 limits assumed): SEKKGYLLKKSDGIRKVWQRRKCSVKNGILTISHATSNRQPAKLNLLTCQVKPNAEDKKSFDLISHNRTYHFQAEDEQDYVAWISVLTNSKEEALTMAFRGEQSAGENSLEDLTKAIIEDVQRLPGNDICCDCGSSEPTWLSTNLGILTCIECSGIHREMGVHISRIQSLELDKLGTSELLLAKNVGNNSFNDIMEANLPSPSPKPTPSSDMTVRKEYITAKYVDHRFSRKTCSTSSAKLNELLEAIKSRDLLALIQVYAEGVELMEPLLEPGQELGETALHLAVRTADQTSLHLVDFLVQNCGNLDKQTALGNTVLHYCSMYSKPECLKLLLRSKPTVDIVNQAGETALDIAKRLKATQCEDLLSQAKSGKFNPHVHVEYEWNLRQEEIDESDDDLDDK
ADAM17 inh = inhibitors of human ADAM17; P78536; 0.83% of 370,000 active; recombinant ADAM17, EDANS/DABCYL FRET peptide cleavage; inhibition, % at 6.95 µM;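 active = inhibition above the mean of compounds lying between control limits plus 3 SD, set per campaign, cut at about 8.5% in these data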;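 also: 0% = DMSO-only wells as the low control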
Target sequence (P78536 215-824 limits assumed): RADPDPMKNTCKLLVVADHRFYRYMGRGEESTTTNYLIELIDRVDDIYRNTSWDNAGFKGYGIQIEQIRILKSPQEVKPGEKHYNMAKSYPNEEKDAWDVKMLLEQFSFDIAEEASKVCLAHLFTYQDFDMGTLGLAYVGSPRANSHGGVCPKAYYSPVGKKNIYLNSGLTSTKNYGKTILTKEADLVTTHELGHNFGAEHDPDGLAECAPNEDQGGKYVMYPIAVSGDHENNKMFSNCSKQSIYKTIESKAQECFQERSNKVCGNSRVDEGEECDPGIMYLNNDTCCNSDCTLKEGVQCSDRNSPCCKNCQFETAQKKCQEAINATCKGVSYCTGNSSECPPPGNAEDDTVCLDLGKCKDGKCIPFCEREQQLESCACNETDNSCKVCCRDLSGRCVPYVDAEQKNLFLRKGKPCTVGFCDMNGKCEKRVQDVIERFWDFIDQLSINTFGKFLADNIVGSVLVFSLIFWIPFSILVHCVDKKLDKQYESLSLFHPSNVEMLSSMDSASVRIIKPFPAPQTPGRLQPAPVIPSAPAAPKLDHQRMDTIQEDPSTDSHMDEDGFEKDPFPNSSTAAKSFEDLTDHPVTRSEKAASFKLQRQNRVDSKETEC
ADAM10 inh = inhibitors of human ADAM10; O14672; inhibition, % at 7 µM; recombinant ADAM10, EDANS/DABCYL FRET peptide cleavage, 3 h; 0.62% of 370,000 active; AID 720582;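 active = inhibition above a per-campaign cutoff equal to the mean of compounds falling between control-based bounds plus 3 SD, cut at about 20% in these data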;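 also: 0% = DMSO wells while the 100% control is not disclosed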
An asterisk follows results filed as active; . = not tested or not shown.

SMILES	KLK7 zymogen act	DDE Tn7 FP inh	LEDGF integ inh	TDP2 inh	PLC-gamma1 inh	DDE Tn6 FP inh	ARFGAP1 inhibitor	ASAP1 inh	ADAM17 inh	ADAM10 inh
CC(C)=CCN1CCN(Cc2coc3ccc(C)cc3c2=O)CC1CCO (stereo not drawn)	-0.7	3	-5	15	-13	-5	-8	-1	-14	-43
Cc1cccc(NC(=S)N/N=C/c2cccn2Cc2ccc(F)cc2)c1	-1.7	-8	0	-15	1	-5	21	-1	0	4
O=c1c2[nH]c3ccccc3c2ncn1C1CCCCC1	0.0	6	2	5	0	-1	16	-7	-13	-20
CCCCNC(=O)C[C@@H]1C[C@@]2(C(=O)OCC)CCCC=C2N(CCc2ccc(OC)c(OC)c2)C1=O	0.0	-6	1	-6	3	4	6	-2	1	3
Cc1ccc(S(=O)(=O)NC2=NCCCCC2)cc1	0.0	-3	2	-6	2	7	-1	-5	-1	-9
COc1ccc2nc(SCC(=O)NCc3ccc(S(N)(=O)=O)cc3)[nH]c2c1	-0.5	1	2	-7	1	7	-1	-2	-4	11
COc1ccc(NC(=O)c2sc(NC(=O)C3CC3)nc2C)cc1	-0.6	5	2	6	1	6	-3	6	1	-7
N#Cc1nc(COc2ccc(Br)cc2)oc1N1CCCC1	-0.7	0	4	-12	8	-11	3	2	5	21*
COc1ccc(OCC(=O)N/N=C2\CCCc3ccccc32)cc1	0.0	0	2	-8	1	1	4	0	3	-1
Cc1ccc(OCC(=O)NCCN2CCOCC2)cc1C	-1.6	6	1	0	0	-1	8	12	-4	0
O=C(Oc1cc(=O)oc2ccccc12)c1cccnc1Cl	-0.1	-5	-3	-12	-4	-1	15	-2	1	-5
Cn1c(=O)[nH]c(=O)c2c1nc(CN(Cc1ccccc1)Cc1ccccc1)n2CCN1CCOCC1	0.3	-1	0	0	0	0	-3	2	-3	5
Cc1ccccc1N=C/C=C1\N(C)c2ccccc2C1(C)C	-0.6	-1	2	11	-8	-5	-7	7	-5	-3
CCOC(=O)NN1C(=O)c2ccccc2NC1c1ccc(N(C)C)cc1 (stereo not drawn)	5.7	1	0	7	-271	-1	-2	-1	-152	-462
Cc1ccc(CN2CCN(/N=C/c3ccc(C(F)(F)F)cc3)CC2)cc1	0.9	5	3	-6	10*	-2	-7	0	5	4
COc1ccc(C(C)=O)cc1CSc1nnc2c(Cl)cc(Cl)cn12	-0.2	-1	-1	-6	-7	6	2	4	-6	-5
NC(=O)c1ccc(-n2nnnc2SCc2ccccc2)cc1	0.2	1	0	-5	1	-17	-7	-15	1	6
COc1ccccc1-n1nnnc1SCC(=O)NC1CC1	0.1	7	-4	-12	0	7	-15	4	-3	-6
Cc1cc(C(=O)NC(C)C2CCCO2)no1 (stereo not drawn)	0.3	-2	3	5	0	0	5	6	-3	3
O=C1CCC(=O)N1c1cccc(-c2nc3ccccc3o2)c1	-0.8	-1	0	-1	0	-2	1	-4	-2	-9
CCOC(=O)[C@]12CCCC=C1N(Cc1ccco1)C(=O)[C@H](CC(=O)NCc1cccc3ccccc13)C2	0.2	-2	0	8	0	3	-7	0	-2	1
CCOC(=O)N1CCN(C(=O)COc2cc(=O)n(CC)c3ccccc23)CC1	-0.5	0	-1	8	3	13	0	4	0	0
CCS(=O)(=O)NCCc1ccc(OC)c(OC)c1	-0.8	-1	0	-4	1	-1	3	-2	-4	-6
CS(=O)(=O)c1ccc2nc(NC(=O)c3ccccc3Br)sc2c1	-0.5	6	-2	-6	-17	-1	-12	-22	-1	-6
Cc1ccsc1/C=N/NC(=O)CNC(=O)c1ccc(S(=O)(=O)N2CCOCC2)cc1	0.4	3	-1	2	1	3	-9	4	0	0
COc1ccc(O)cc1CN1CCN(c2ncc(Cc3ccccc3)cn2)CC1	0.1	-8	4	-9	-2	3	-3	1	8	-7
Nc1cc(=O)[nH]c(SCC(=O)N2CCc3ccccc3C2)n1	-0.3	0	-2	-12	-1	-4	13	-13	0	3
CS(=O)(=O)c1nc2c(cc1C#N)CCCC2	-1.0	2	-2	-8	5	-3	-9	-4	-1	7
Cn1c(=O)c2[nH]c(CNCc3ccccc3Cl)nc2n(C)c1=O	-1.3	-2	2	-10	-44	10	2	-1	-5	-15
CC(C)(C)NC(=S)NCc1ccncc1	0.1	1	-1	5	-1	4	2	7	0	-6
Cn1cc(CCNC(=O)CC2C(=O)NCCN2Cc2cccc(Oc3ccccc3)c2)cn1 (stereo not drawn)	-0.1	-4	6	-6	-4	-11	4	8	-2	-6
COc1ccc(N2CC(C(=O)Nc3c4c(nn3-c3ccccc3)CS(=O)(=O)C4)CC2=O)cc1 (stereo not drawn)	-0.6	3	-6	-10	2	-4	7	17	-3	-17
Cc1ccc(-c2noc(C3CCCN(S(=O)(=O)c4ccc5ccccc5c4)C3)n2)o1 (stereo not drawn)	0.5	1	2	-5	3	0	-17	-1	1	14
Cc1cc(NC(=O)c2cc([N+](=O)[O-])ccc2Cl)no1	-0.7	-1	1	-8	2	0	1	-12	-3	-1
CN(CC(=O)NCCc1ccc(S(N)(=O)=O)cc1)Cc1ccc(Cl)cc1Cl	-0.3	4	2	2	0	-4	-4	-1	-5	6
CCOC(=O)Cc1csc(NC(=O)Cn2c(=O)oc3ccccc32)n1	0.6	2	-2	-17	3	0	-2	3	-2	-7
Cc1cccc2c1cnn2C(=O)CCC(=O)N1CC(C)CC(C)C1 (stereo not drawn)	-0.1	-2	1	-11	4	0	4	-3	1	10
COCCn1c(N)c(N(Cc2ccccc2)C(=O)Cc2ccccc2F)c(=O)[nH]c1=O	0.7	1	2	-2	-2	8	1	12	-6	-8
CCOC(=O)C1CCCN(Cc2nc(Cc3cccc(F)c3)no2)C1 (stereo not drawn)	0.6	4	2	3	1	-1	-8	0	-2	1
CCCCNC(=O)C(NC(=O)c1cccnc1)C(=O)c1ccccc1 (stereo not drawn)	-0.7	0	5	-2	5	-5	8	-3	3	-2
COC(=O)CN1CCN(C(=O)c2csc(-c3ccccc3)n2)CC1	-0.3	-4	3	9	-8	4	.	.	3	-4
CCCCn1nc(C(=O)Nc2c(C)n(C)n(-c3ccccc3)c2=O)c2ccccc2c1=O	0.4	-3	-1	0	1	-4	-5	-4	0	-4
O=C(Oc1ccccc1Cl)c1ccc(-n2cncn2)nc1	-0.3	-3	1	-15	6	-5	0	8	-2	-1
COc1ccc(-c2noc(CCC(=O)Nc3ccc(C)c(C)c3)n2)cc1	-0.4	0	-3	-13	1	-10	8	4	-5	8
COC(=O)CCCNC(=O)c1ccc2nc(Cc3ccc(OC)cc3)oc2c1	-0.9	-8	4	-4	2	0	15	6	-2	-6
Cc1noc(/C=C/N(C)C)c1S(=O)(=O)NC1CCCCC1	0.2	-6	7	-10	-10	-2	-9	-10	2	6
O=C(Cc1ccc(Br)cc1)Nc1ccc(S(=O)(=O)NCC2CCCO2)cc1 (stereo not drawn)	0.6	0	2	3	1	4	-9	-4	0	4
Cc1cc(C)c(NC(=O)COC(=O)CCc2ccc(S(=O)(=O)N3CCCCC3)cc2)c(C)c1	-0.3	7	-3	5	0	3	-7	-10	-4	-5
Clc1ccc(CSc2ncnc3nc[nH]c23)cc1	0.3	3	0	5	0	2	9	5	2	-3
COc1ccc(/C=N/N2CCN(C3c4ccccc4-c4ccccc43)CC2)cc1O	0.2	3	2	1	0	5	2	-4	1	-1
CCCc1cc(=O)oc2c3c(c4c(c12)OC(C)(C)C=C4)OC(C)C(C)C3O (stereo not drawn)	-0.3	4	0	-5	-88	-4	11	6	-2	-22
CC1CCN(C(=O)CSc2nc(N)c(NC(=O)c3ccccc3)c(=O)[nH]2)CC1	-0.7	-2	0	5	0	1	5	8	-3	-12
Cc1cc(NCCN2CCOCC2)c2ccc3ccccc3c2n1	-0.5	4	-1	2	2	-5	-1	2	-5	-1
COc1ccc(NC(=O)C2C(c3ccccc3)C2(Cl)Cl)cc1 (stereo not drawn)	0.2	6	2	0	0	2	9	2	3	6
O=C(CC(=O)c1cccc([N+](=O)[O-])c1)Nc1ccccc1Cl	-0.8	-11	0	-11	1	-2	5	17	2	2
NS(=O)(=O)c1ccc(CCNC(=O)COC(=O)Cc2ccc(Cl)cc2)cc1	-1.0	-9	1	-6	1	2	12	-13	0	-4
CCOCCSc1n[nH]c(=O)n1CCc1ccccc1	0.1	-2	1	5	1	0	6	10	-1	10
Cc1sc2nc(C3CCCCC3)nc(SCC(=O)N3CC(=O)Nc4ccccc43)c2c1C	1.0	-4	-2	9	-3	3	-1	-4	-6	2
O=C(CCc1ccccc1)NC(=S)Nc1cccc(Br)c1	0.3	-2	1	-10	-2	-1	7	-6	4	11
Cc1ccc(NC(=O)CN(C)C(=O)COc2ccc(Br)cc2)cc1	0.5	0	-2	10	2	1	-1	8	2	1

2 consecutive compounds out of the list so far, for reference:
SMILES	KLK7 zymogen act	DDE Tn7 FP inh	LEDGF integ inh	TDP2 inh	PLC-gamma1 inh	DDE Tn6 FP inh	ARFGAP1 inhibitor	ASAP1 inh	ADAM17 inh	ADAM10 inh
O=C(CCc1ccccc1)NC(=S)Nc1cccc(Br)c1	0.3	-2	1	-10	-2	-1	7	-6	4	11
Cc1ccc(NC(=O)CN(C)C(=O)COc2ccc(Br)cc2)cc1	0.5	0	-2	10	2	1	-1	8	2	1

Look-ups from the list.
COc1ccc(/C=N/N2CCN(C3c4ccccc4-c4ccccc43)CC2)cc1O – ARFGAP1 inhibitor: 2
CCCc1cc(=O)oc2c3c(c4c(c12)OC(C)(C)C=C4)OC(C)C(C)C3O (stereo not drawn) – ARFGAP1 inhibitor: 11
CCOCCSc1n[nH]c(=O)n1CCc1ccccc1 – ARFGAP1 inhibitor: 6
Cc1ccc(NC(=O)CN(C)C(=O)COc2ccc(Br)cc2)cc1 – ARFGAP1 inhibitor: -1
CC1CCN(C(=O)CSc2nc(N)c(NC(=O)c3ccccc3)c(=O)[nH]2)CC1 – ADAM10 inh: -12

Additional entries follow.
SMILES	KLK7 zymogen act	DDE Tn7 FP inh	LEDGF integ inh	TDP2 inh	PLC-gamma1 inh	DDE Tn6 FP inh	ARFGAP1 inhibitor	ASAP1 inh	ADAM17 inh	ADAM10 inh
OCCOCCOc1ccccc1OCCOCCO	0.6	-4	4	-4	2	4	2	5	-1	7
COc1ccc(Br)cc1CNC(C)c1ccccc1 (stereo not drawn)	-0.2	1	-4	-7	-1	-4	2	-8	-2	1
O=C1c2cccc3c(N4CCOCC4)c([N+](=O)[O-])cc(c23)C(=O)N1c1cccc2ccccc12	-0.2	3	-3	5	-4	5	-2	0	-1	3
COc1ccc(OC)c(C2C3=C(CCCC3=O)Nc3c2c(=O)n(C)c(=O)n3C)c1 (stereo not drawn)	-2.8	6	-1	7	0	1	5	-19	-5	-4
Cc1cc(=O)oc2c(C(=O)c3ccccc3)c(OCC(N)=O)ccc12	0.5	1	4	0	-6	-4	6	13	-5	-15
